From PubChem
aSyn rescue: rescues yeast growth from alpha-synuclein toxicity | AID 652106 | Yeast expressing alpha-synuclein, growth rescue, BacTiter-Glo, 24 h | Potency, µM (highest dose often 46.1 µM), without a hit: top-dose growth rescue (activation), hits mostly activators | 370,000 compounds, 0.14% hits; further: potency means the concentration at half of the fitted maximal effect; % of control where 0% means no effect; nearly all actives have a fitted effect of over 65% in size
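Galactose-induced alpha-syn yeast (OD600=0.02, raffinose-pregrown) + pinned cpd, 24 hr, 30 deg C; growth by BacTiter-Glo luminescence. Growth restoration scores as activation.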
WRN helicase inh: inhibitors of human WRN helicase; Potency, µM (top dose mostly 114 µM), without a hit: top-dose activity change, negative = inhibition, hits mostly inhibitors; Q14191; WRN helicase unwinding, fluorescent forked duplex, kinetic; 360,000 compounds, 0.46% hits; further: potency means the concentration at half of the fitted maximal effect; on the % scale 0 is the no-effect control and ±100 the full control effect; nearly all actives have a fitted effect of over 55% in size
Target sequence (Q14191 whole entry, looked up): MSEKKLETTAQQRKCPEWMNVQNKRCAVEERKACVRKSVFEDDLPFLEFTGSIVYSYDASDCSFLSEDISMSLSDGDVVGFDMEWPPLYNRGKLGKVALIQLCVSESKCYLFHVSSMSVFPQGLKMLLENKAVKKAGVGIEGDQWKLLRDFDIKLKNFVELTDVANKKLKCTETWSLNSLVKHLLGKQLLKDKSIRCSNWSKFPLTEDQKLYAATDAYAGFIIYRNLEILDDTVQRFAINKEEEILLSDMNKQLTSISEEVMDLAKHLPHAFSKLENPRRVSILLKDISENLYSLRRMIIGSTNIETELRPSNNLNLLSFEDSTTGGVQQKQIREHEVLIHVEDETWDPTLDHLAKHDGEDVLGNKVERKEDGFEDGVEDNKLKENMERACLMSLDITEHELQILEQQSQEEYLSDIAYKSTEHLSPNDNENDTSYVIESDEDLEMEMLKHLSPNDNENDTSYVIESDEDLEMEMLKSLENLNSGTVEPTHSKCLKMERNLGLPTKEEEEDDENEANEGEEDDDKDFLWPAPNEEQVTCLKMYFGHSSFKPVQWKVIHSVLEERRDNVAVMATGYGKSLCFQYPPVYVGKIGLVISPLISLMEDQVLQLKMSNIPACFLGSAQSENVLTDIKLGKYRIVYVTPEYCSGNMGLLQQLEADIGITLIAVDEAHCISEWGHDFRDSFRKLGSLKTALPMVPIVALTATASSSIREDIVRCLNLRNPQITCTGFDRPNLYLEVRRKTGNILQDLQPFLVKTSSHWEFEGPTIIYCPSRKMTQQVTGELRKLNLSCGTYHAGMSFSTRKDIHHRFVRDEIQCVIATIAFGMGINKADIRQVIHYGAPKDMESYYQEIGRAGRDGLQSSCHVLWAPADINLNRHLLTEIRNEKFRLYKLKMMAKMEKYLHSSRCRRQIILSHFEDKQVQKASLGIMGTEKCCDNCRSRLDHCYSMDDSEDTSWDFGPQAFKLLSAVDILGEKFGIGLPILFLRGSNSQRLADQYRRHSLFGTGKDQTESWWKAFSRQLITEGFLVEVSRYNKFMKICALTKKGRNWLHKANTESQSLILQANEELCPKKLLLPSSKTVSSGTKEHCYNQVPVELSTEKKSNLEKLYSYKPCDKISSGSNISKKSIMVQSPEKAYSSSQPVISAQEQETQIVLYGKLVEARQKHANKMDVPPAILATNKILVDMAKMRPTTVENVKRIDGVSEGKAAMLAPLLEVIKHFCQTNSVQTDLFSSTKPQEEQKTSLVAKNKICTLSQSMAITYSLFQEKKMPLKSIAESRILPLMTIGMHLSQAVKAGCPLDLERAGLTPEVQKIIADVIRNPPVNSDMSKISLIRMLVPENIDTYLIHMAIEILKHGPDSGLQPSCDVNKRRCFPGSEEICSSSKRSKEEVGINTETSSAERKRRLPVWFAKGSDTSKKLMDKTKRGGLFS
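Enzyme (20 nM final) and test compound sit together 15 min at room temperature before substrate addition. Substrate is a single-forked duplex oligonucleotide (100 nM) labelled with fluorophore and quencher, with 2 mM ATP; helicase unwinding raises red fluorescence, read kinetically.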
PI5P4Ka inh: inhibitors of human PI5P4K alpha; P48426; PI5P4Kalpha enzyme, ADP-Glo luminescence, 60 min; hits give low values; max response, %; 330,000 compounds, 1.2% hits; active means max response of -50% or lower; inconclusive means between -30% and -50%; inactive means -30% or higher; further: value at the top dose of about 77 µM; on the % scale 0 is the no-effect control and ±100 the full control effect
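Reactions run in 0.038 M HEPES pH 7.4, 0.28 mM EGTA, 0.1% CHAPS and 5% DMSO, with PI5P4Kalpha, substrate, compound and 5 microM ATP final, one hour at room temperature. Readout is ADP-Glo luminescence.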
Abeta yeast res: A-beta toxicity reversal in yeast; yeast expressing A-beta42, growth rescue, OD600, 48 h; response scale: 0% DMSO, 100% iron-clioquinol control; Potency, µM (highest dose often 46.1 µM), for inactives: at the top dose growth rescue, usual class: activators; 410,000 compounds, 0.063% hits; AID 1347071; further: potency means the concentration at half of the fitted maximal effect; nearly all actives have a fitted effect of over 55% in size
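Growth rescue measured by 600 nm absorbance after 48 h yeast culture at 30 C with compound. Values normalized between DMSO and an equimolar ferric chloride plus clioquinol control.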
PLK1 PBD inh: blocks phosphopeptide binding to human PLK1 polo-box domain; 360,000 compounds, 2.8% hits; P53350; Plk1 PBD binding of FITC phosphopeptide, fluorescence polarization; Potency, µM, without a hit: max response, negative = inhibition, actives largely listed as inhibitors; further: potency means the concentration at half of the fitted maximal effect; series mostly up to about 57 µM; on the % scale 0 is the no-effect control and ±100 the full control effect; nearly all actives have a fitted effect of over 65% in size
EPAC1 agonist: activates human EPAC1 exchange factor; 360,000 compounds, 0.073% hits; O95398; EPAC1 agonist qHTS, biochemical assay; response scale: 100% = response to 6.5 mM cAMP; Potency, µM (titrated, usually from 154 µM), inactives show at the highest dose activation, most hits filed as activators; further: potency means the concentration at half of the fitted maximal effect; nearly all actives have a fitted effect of over 60% in size
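Nucleotide exchange assay: 100 nM EPAC1 with 250 nM Rap1B loaded with BODIPY-GDP and 50 uM GDP, room temperature. Fluorescence (480/540 nm) read every 5 min for 30 min; signal change normalized to 6.5 mM cAMP as full agonist.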
EPAC1 antag: antagonists of human EPAC1 | O95398 | EPAC1 GEF assay, Rap1b-BODIPY-GDP exchange fluorescence | Potency, µM (top dose mostly 115 µM), inactives show at the highest dose activity change, negative = inhibition, hits mostly inhibitors | 360,000 compounds, 0.14% hits | AID 720709;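 further: potency means the concentration at half of the fitted maximal effect; plate controls were vehicle for no effect and positive control for full effect; nearly all actives have a fitted effect of over 50% in size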
IL-2 act: activates IL-2 in a cell-based reporter assay | IL-2 activation reporter assay, cell-based qHTS; stimulated with anti-CD3/CD4/CD28 beads; in transgenic mouse T cells | activation, % (series mostly up to about 46 µM) | 360,000 compounds, 0.065% hits | AID 652025; in the data active means activation above about 50%; inconclusive means mostly about 30% to 49%; further: 0% is about no effect
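Readout: EGFP and DsRed signals by fluorescent plate cytometry. Unstimulated transgenic mouse T cells received compound 60 min before antibody-bead stimulation, then incubated 18 h at 37 degrees C.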
FUS yeast rescue: rescues growth of FUS-expressing yeast; S. cerevisiae FUS-expressing, growth rescue, OD600, 24 h; Potency, µM (top dose mostly 76.6 µM), without a hit: at the highest dose growth rescue (activation), most hits filed as activators; 390,000 compounds, 0.24% hits; AID 1347120;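 further: potency means the concentration at half of the fitted maximal effect; plate controls were DMSO vehicle for no effect and reference control for full effect; nearly all actives have a fitted effect of over 55% in size; some results filed as inactive show a strong effect at the top dose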
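Toxicity suppression screen in FUS-yeast. Cells induced with 2% galactose, starting OD 0.005, treated 24hr at 30C with compounds at multiple final concentrations; growth by OD600.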
An asterisk follows results filed as active; ? = inconclusive; . = no result given; & = joins results of further samples; [ ] = remark or other dose. Unless noted, the call rests on the fitted dose curve; in most records, active means well fitted curve in the direction sought with a large enough effect; inconclusive means small, poorly fitted or top-dose-only effect, or another doubt; inactive means no such curve, though single readings can be large; an effect the other way counts as inactive or inconclusive.

1) O=C(OCc1nc2ccsc2c(=O)[nH]1)c1ccc(Cl)s1
2) CC(=O)C1=C(O)C(=O)N(c2ccc(O)cc2)C1c1ccccc1[N+](=O)[O-] (stereo not drawn)
3) Cc1ccsc1C(=O)N1CCc2ccccc2C1
4) COc1cc(NC(=O)CN(C)Cc2ccc(OC(F)F)cc2)c(C)cc1[N+](=O)[O-]
5) C=C1CCC[C@]2(C)C[C@H]3OC(=O)C(CNCC(C)C)[C@H]3CC12 (stereo partly drawn)
6) CCOC(=O)CN1C(=O)C(=O)N(Cc2c(Cl)cccc2Cl)C1=O
7) Cc1cccc(S(=O)(=O)NC(=O)C2(C)CCN2C(=O)CCc2ccccc2)c1 (stereo not drawn)
8) O=C(O)CCN1Cc2ccccc2C1=O
9) COc1cc(/C=C/C(=O)OCC(=O)Nc2cccc(Oc3ccccc3)c2)ccc1O
10) CCOC(=O)c1sc2nc(C)nc(NCc3ccc(F)cc3)c2c1C
assay / entry	1	2	3	4	5	6	7	8	9	10
aSyn rescue	1%	-1%	4%	0%	-14%	0%	6%	-2%	18%	23%
WRN helicase inh	-19%	0%	8%	-34%[57.1 µM]	0%	1%	6%[57.1 µM]	1%	-7%	-17%
PI5P4Ka inh	-1	-19	3	0	-9	-7	-1	0	2	1
Abeta yeast res	7%	-15%	7%	7%	6%	-6%	1%	-7%	-5%	-32%[inhibitor]
PLK1 PBD inh	1%	-20%	-1%	-4%	-3%	-5%	3%	-11%	-1%	15%
EPAC1 agonist	1%	-3%	5%	13%	0%	-2%	-1%	-7%	10%	1%
EPAC1 antag	10%	-12%	-5%	-23%	12%	4%	14%	-1%	-3%	-26%
IL-2 act	2.9	-0.1	2.5	1.4	-5.2	0.7	0.3	-0.6	0.4	-2.9
FUS yeast rescue	4%	-9%	-5%	6%	-10%	17%	-17%	?	.	21%

Next section (four carried over from the part before).
7) Cc1cccc(S(=O)(=O)NC(=O)C2(C)CCN2C(=O)CCc2ccccc2)c1 (stereo not drawn)
8) O=C(O)CCN1Cc2ccccc2C1=O
9) COc1cc(/C=C/C(=O)OCC(=O)Nc2cccc(Oc3ccccc3)c2)ccc1O
10) CCOC(=O)c1sc2nc(C)nc(NCc3ccc(F)cc3)c2c1C
11) CC1CCC(NS(=O)(=O)c2cccc3nsnc23)CC1 (stereo not drawn)
12) O=C(Nc1ccccc1)OC1CCS(=O)(=O)C1 (stereo not drawn)
13) N#C/C(=C\c1ccc(OCC(N)=O)cc1)c1ccccc1
14) COc1ccccc1N1CCN(C(=O)c2cc(-c3ccc(F)cc3)on2)CC1
15) O=C(CN1C(=O)CSc2ccc(S(=O)(=O)N3CCOCC3)cc21)NCCCN1CCCCC1
16) O=C(O)COc1c(Cl)cc(/C=C2/NC(=O)NC2=O)cc1Br
17) CCCC1NC(=O)c2cccnc2-n2c1nc1ccc(Cl)cc1c2=O (stereo not drawn)
18) Cc1c(N/C(=N/S(=O)(=O)c2cc([N+](=O)[O-])ccc2Cl)c2ccccc2)c(=O)n(-c2ccccc2)n1C
19) CC(=O)Nc1ccc(C(=O)OCC(=O)Nc2c(F)cccc2F)cc1
20) CN(C)S(=O)(=O)N1CCc2ccc(NC(=O)C3CCCO3)cc2C1 (stereo not drawn)
assay / entry	7	8	9	10	11	12	13	14	15	16	17	18	19	20
aSyn rescue	6%	-2%	18%	23%	8%	-5%	7%	-1%	0%	-3%	0%	0%	1%	1%
WRN helicase inh	6%[57.1 µM]	1%	-7%	-17%	-18%	14%	0%	15%	3%	-14%[57.1 µM]	1%	6%	-5%	-19%
PI5P4Ka inh	-1	0	2	1	8	-6	10	-2	1	-12	4	-7	-2	0
Abeta yeast res	1%	-7%	-5%	-32%[inhibitor]	-16%	-12%	5%	-20%&-8%	6%&-1%	-8%	1%	-3%	-1%	13%
PLK1 PBD inh	3%	-11%	-1%	15%	-1%	-4%	2%	-1%	-15%	-14%	-4%	-14%	-2%	-8%
EPAC1 agonist	-1%	-7%	10%	1%	5%	3%	-5%	6%	20%	-9%	14%	11%	-12%	-5%
EPAC1 antag	14%	-1%	-3%	-26%	-11%	15%	13%	26%	8%	-7%	-15%	?	-11%	4%
IL-2 act	0.3	-0.6	0.4	-2.9	1.6	-0.6	-2.9	0.3	-1.6	-0.6	-2.4	1.2	-2.2	-0.5
FUS yeast rescue	-17%	?	.	21%	2%	.	.	3%&-1%	-4%&-10%	19%	-27%	11%	-13%	27%

21) O=C(CCC1CCCN(C(=O)c2cncs2)C1)NCc1ccc(F)c(F)c1 (stereo not drawn)
22) CCOC(=O)C(Cc1ccc(N)cc1)N1C(=O)c2ccccc2C1=O (stereo not drawn)
23) CCc1nc2c(OCc3ccc(C(F)(F)F)cc3)cccn2c1N(C)C(=O)c1ccc(OC)cc1
24) CCOC(=O)[C@@H]1[C@H]2COc3ccccc3[C@@H]2N2C(=O)N(c3cccc(C)c3)C(=O)[C@]12C
25) CC(C)COc1ccc(Br)cc1CNC(C)(C)C
26) O=C(CC1C(=O)NCCN1C(=S)Nc1ccccc1)Nc1ccc(F)cc1 (stereo not drawn)
27) COc1ccccc1Nc1nc(NCCCCO)nc(N2CCCC2)n1
28) Cc1ccc(C)c(NC(=O)Cc2ccc(S(=O)(=O)N3CCCCC3)s2)c1
29) Cc1ccc(C(=O)O)c(C(=O)Nc2nc3ccccc3s2)c1
30) COc1ccccc1C(=O)Oc1cc(N)n(S(=O)(=O)c2ccc(C)cc2)n1
assay / entry	21	22	23	24	25	26	27	28	29	30
aSyn rescue	2%	1%	-5%	13%	0%	0%	.	0%	1%	2%
WRN helicase inh	3%	8%	-9%	-4%	0%	7%	.	-5%	-2%[57.1 µM]	-17%
PI5P4Ka inh	-11	-3	-16	-2	1	0	.	-7	-6	-21
Abeta yeast res	-19%	-15%	8%	-24%	7%	-9%	-8%	-4%	5%	29%
PLK1 PBD inh	30µM*	-4%	-5%	-2%	-8%	0%	.	3%	1%	-22%
EPAC1 agonist	10%	-12%	-4%	-8%	-5%	0%	-5%	-2%	5%	7%
EPAC1 antag	15%	7%	-20%	-3%	4%	6%	-9%	-1%	20%	-24%
IL-2 act	0.2	-0.2	-0.4	1.7	-0.7	1.3	-0.7	-0.5	-3.1	-1.4
FUS yeast rescue	2%	26%	36%	22%	-7%	.	9%	21%	-15%	36%

31) Cc1cc(Br)ccc1N=C1NC(=O)CS1
32) O=c1c2c3c(sc2nc2n1CCC2)CCCC3
33) CC1(C)Oc2ccc3ccc(=O)oc3c2[C@@H](O)[C@@H]1O
34) O=C(C1=C[C@H](c2coc3ccccc3c2=O)C[C@H](OCc2ccc(CO)cc2)O1)N1CCN(Cc2ccccc2)CC1
35) COc1ccc(OC)c(CN2CCN(C(=O)c3cccc(S(=O)(=O)Nc4ccc(C)cc4)c3)CC2)c1
36) O=C(O)C12CC3CC(C1)CC(n1ncc(NCc4ccco4)c(Cl)c1=O)(C3)C2
37) Cc1c(Cl)cccc1-n1c(-c2cccnc2)n[nH]c1=S
38) N=C1SCC(=O)N1c1ccccc1Cl
39) COc1cc(/C=C(\C#N)c2ccccn2)ccc1OCc1ccccc1Cl
40) O=C1[C@H]2[C@@H](c3ccc(Cl)cc3)N3C(=O)N(c4cccc(Br)c4)C(=O)[C@@]3(Cc3ccc(Cl)cc3)[C@H]2C(=O)N1C1CCCCC1
41) Cc1ccsc1CNC12CC3CC(CC(C3)C1)C2
42) Cc1ccc(Nc2nc(NCC3CCCO3)nc(N)c2[N+](=O)[O-])cc1C (stereo not drawn)
43) CC(C)c1cccc(C(C)C)c1OCCCCCN1CCOCC1
assay / entry	31	32	33	34	35	36	37	38	39	40	41	42	43
aSyn rescue	6%	1%	0%	3%	-1%	2%	0%	-5%	-4%	0%	-4%	0%	1%
WRN helicase inh	10%	-8%	-9%	-1%	-1%	-10%	-3%	13%	10%	-1%	4%[11.6 µM]	3%	-5%
PI5P4Ka inh	1	-2	6	-3	-5	10	7	-9	-7	-9	4	2	1
Abeta yeast res	9%	-17%	-12%	-1%	-5%	-6%	-1%	-21%	0%	14%	-12%	-16%	3%
PLK1 PBD inh	27µM*	?	1%	-10%	-17%	2%	-5%	-16%	-13%	-3%	-5%	-7%	-2%
EPAC1 agonist	-10%	7%	-3%	-3%	1%	12%	13%	10%	6%	-16%	6%	-1%	3%
EPAC1 antag	-1%	18%	-3%	-13%	-10%	4%	9%	-19%	-2%	-6%	-8%	2%	2%
IL-2 act	-3.3	-3.4	0.2	-0.4	-0.9	-2.2	-0.3	-0.3	-2.7	0.0	0.3	-0.1	-0.4
FUS yeast rescue	19%	-18%	-28%	12%	11%	6%	-8%	-6%	.	44%	9%	.	9%
